C8 TRAIL sens: sensitizes caspase-8 expressing cells to TRAIL; NB7+C8 cells + TRAIL, ATPlite viability luminescence; inhibition (viability loss, TRAIL sensitization), % at 10 µM; 360,000 compounds, 1% hits;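 active = compounds causing at least 50% loss of cell viability in the single-dose screen, relative to plate controls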
NR5A2 inv ag: inverse agonists of human LRH-1 (NR5A2); AID 602396; HEK293T StAR-luciferase reporter, LRH-1 transfected, 24 h; O00482; inhibition, % at 3.6 µM; 360,000 compounds, 0.13% hits;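 active = inhibition above the mean inhibition of all tested compounds plus 3 SD, cut at about 73% in these data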;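 note: 0% = DMSO wells and 100% = reporter-only cells lacking LRH-1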
Target sequence (O00482 whole entry, looked up): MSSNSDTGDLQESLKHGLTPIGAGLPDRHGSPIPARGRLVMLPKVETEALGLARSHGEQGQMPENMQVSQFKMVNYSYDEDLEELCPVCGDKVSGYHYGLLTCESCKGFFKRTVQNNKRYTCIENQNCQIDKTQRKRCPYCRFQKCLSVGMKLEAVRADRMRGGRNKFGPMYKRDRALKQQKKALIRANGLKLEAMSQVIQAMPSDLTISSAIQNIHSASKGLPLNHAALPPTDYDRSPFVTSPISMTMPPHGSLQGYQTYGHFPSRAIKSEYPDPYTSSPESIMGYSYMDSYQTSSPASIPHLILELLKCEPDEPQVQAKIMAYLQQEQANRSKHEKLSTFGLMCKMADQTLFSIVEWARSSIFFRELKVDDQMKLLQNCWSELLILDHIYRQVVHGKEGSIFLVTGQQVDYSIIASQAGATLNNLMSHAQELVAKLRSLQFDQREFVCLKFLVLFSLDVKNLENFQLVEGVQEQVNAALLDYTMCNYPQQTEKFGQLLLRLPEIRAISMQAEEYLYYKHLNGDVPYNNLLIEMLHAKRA
NCOA2 inhibitor: human SRC2 (NCOA2) inhibition. 370,000 compounds, 0.17% hits. inhibition, % at 9 µM. AID 651957. Q15596. HEK293 GAL4-SRC2 luciferase reporter, luminescence;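 active = inhibition above the mean inhibition of all tested compounds plus 3 SD, set per campaign, cut at about 52% in these data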;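 note: 0% = DMSO treated cells and 100% = cells given Gossypol at 36 µM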
COUP-TFII inh: NR2F2 (human) inhibition, primary screen. inhibition, % at 8.6 µM. HEK293T NGFI-A luciferase reporter, luminescence. 370,000 compounds, 0.7% hits;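 active = inhibition above a per-plate cutoff, mean inhibition of test wells between control levels plus 3 SD, cut at about 38% in these data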;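 note: cells cotransfected with COUP-TFII expression vector driving the NGFI-A reporter; 0% = median of COUP-TF2 test wells and 100% = reporter-only cells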
Target sequence (P24468 whole entry, looked up): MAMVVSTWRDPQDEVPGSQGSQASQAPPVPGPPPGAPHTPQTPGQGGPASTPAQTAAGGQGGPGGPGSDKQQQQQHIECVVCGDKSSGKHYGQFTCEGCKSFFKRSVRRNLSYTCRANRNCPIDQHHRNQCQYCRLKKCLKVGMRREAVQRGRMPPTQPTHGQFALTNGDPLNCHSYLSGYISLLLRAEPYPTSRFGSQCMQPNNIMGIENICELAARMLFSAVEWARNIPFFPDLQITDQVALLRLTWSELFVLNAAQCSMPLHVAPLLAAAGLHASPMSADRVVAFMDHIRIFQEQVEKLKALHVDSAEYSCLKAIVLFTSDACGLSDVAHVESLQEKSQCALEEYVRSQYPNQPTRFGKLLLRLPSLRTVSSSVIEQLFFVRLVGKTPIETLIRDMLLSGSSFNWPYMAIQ
Starred values were filed as active, the others as inactive.

Value order: C8 TRAIL sens | NR5A2 inv ag | NCOA2 inhibitor | COUP-TFII inh
CCOC(=O)N1CCN(C(=O)C[C@@H]2C[C@@]3(C(=O)OC)CCCCC=C3N(Cc3ccc4c(c3)OCO4)C2=O)CC1
    -20.8 | -7.3 | 9.3 | 3.0
COc1ccc(C(C(=O)Nc2c(C)cccc2C)n2c(=O)c(-c3ccccc3)nc3ccccc32)cc1 (centres undefined)
    15.2 | 35.7 | -47.7 | 20.7
O=C(Nc1ccc2c(c1)OCCO2)C(C1CC1)n1c(=O)c(-c2cc3ccccc3[nH]2)nc2ccccc21 (centres undefined)
    -16.6 | 24.5 | 1.0 | 12.1
COC(=O)[C@]12CCCCC=C1N(CCc1ccc(OC)c(OC)c1)C(=O)[C@H](CC(=O)NCCc1ccccc1OC)C2
    1.9 | -14.2 | 12.9 | -22.3
CCCCCNC(=O)C(CCc1ccccc1)n1c(=O)c(-c2cc3ccccc3[nH]2)nc2ccccc21 (centres undefined)
    -7.3 | 1.1 | -31.8 | 1.5
COC(=O)[C@@]12C[C@@H](CC(=O)NCCCN3CCCC3=O)C(=O)N(Cc3cccc4ccccc34)C1=CCC(C)(C)C2
    -1.8 | -10.6 | -20.6 | -6.6
COc1cccc(C(C(=O)NCc2ccccc2)N2CCN(c3ccccc3F)CC2)c1OC (centres undefined)
    13.0 | 17.9 | -43.6 | -3.8
CO[C@@H]1CN(C)C(=O)c2cc(NC(=O)NC3CCCCC3)ccc2OC[C@@H](C)N(CCc2ccccc2)C[C@@H]1C
    -8.8 | -5.1 | 7.3 | -19.1
CCOC(=O)C1=CC[C@@H](c2cccc(Br)c2)N(S(=O)(=O)c2ccc(F)cc2)[C@H]1c1cccc(Cl)c1
    14.2 | 13.6 | -2.1 | -8.5
Cc1ccccc1CN1C(=O)CN(S(C)(=O)=O)CC1(C)C(=O)Nc1c(C)cccc1C (centres undefined)
    -20.1 | -22.2 | 12.3 | -6.1
CC(C)NC(=O)C1(C)CN(S(C)(=O)=O)CC(=O)N1Cc1ccco1 (centres undefined)
    10.0 | -8.6 | -8.6 | -21.1
COC(=O)C[C@@H]1C=C[C@@H](NS(=O)(=O)c2ccc(OC)cc2)[C@@H](CO)O1
    -1.8 | -8.0 | -17.7 | 10.9
C[C@H](NC(=O)C[C@@H]1CC[C@H]2[C@@H](COC[C@H](O)CN2Cc2ccc(C(F)(F)F)cc2)O1)c1ccccc1
    0.3 | -0.2 | 7.6 | -8.8
O=C(NCC[C@@H]1CC[C@@H](NS(=O)(=O)c2ccccc2)[C@@H](CO)O1)c1cc(Cl)cc(Cl)c1
    13.7 | 21.8 | 19.1 | 11.7
COC(=O)[C@]12CCCCC=C1N(Cc1ccc3c(c1)OCO3)C(=O)[C@H](CC(=O)N1CCN(C(=O)C3CC3)CC1)C2
    2.7 | -8.9 | -5.4 | 11.4
COc1ccc(OC)c(CN2C(=O)CN(S(C)(=O)=O)CC2(C)C(=O)Nc2c(C)cccc2C)c1 (centres undefined)
    -10.4 | 27.2 | 24.7 | 3.3
CO[C@H]1CN(C)C(=O)c2cc(NC(=O)C3CCCC3)ccc2OC[C@@H](C)NC[C@H]1C
    7.6 | 26.6 | -6.2 | -1.1
Oc1cccc(CN2CCN(c3ncc(Cc4ccccc4)cn3)CC2)c1
    -7.3 | -21.3 | 7.1 | 9.9
COc1ccc(CN2C(=O)CN(S(C)(=O)=O)CC2(C)C(=O)NC(C)C)cc1 (centres undefined)
    -14.1 | 19.2 | -1.0 | -22.5
COc1ccc2c3c(n(C(=O)OC(C)(C)C)c2c1)C1CC=C(COC(C)=O)CN1CC3 (centres undefined)
    1.4 | -8.9 | -28.0 | 2.0
COC(=O)C(C(=O)OC)c1ccccc1NC(=O)OCc1ccccc1
    -21.5 | 10.9 | 0.7 | 2.7
CSCCC(c1nc2ccccc2[nH]1)n1c(-c2cc(C(F)(F)F)cc(C(F)(F)F)c2)nc2ccccc21 (centres undefined)
    2.7 | -4.0 | 7.7 | 5.9
COC(=O)C[C@@H]1C=C[C@H](NC(=O)Nc2cc(F)ccc2F)[C@@H](CO)O1
    -5.7 | -4.0 | -1.8 | -13.5
COc1ccccc1-c1nc2ccccc2n(CC(C)C)c1=O
    0.6 | -12.6 | -11.9 | 4.9
O=C(C(=O)N1CCN(C(=O)c2ccco2)CC1)c1ccccc1
    6.5 | 12.4 | 2.4 | -17.8
N#Cc1ccc(C(C(=O)NC2CCCCC2)n2c(=O)c(-c3ccccc3)nc3ccccc32)cc1 (centres undefined)
    0.1 | 2.3 | 20.8 | -5.8
CC(C)NC(=O)C1C(c2ccc(C(F)(F)F)cc2)=Nc2ccccc2N1C(=O)c1ccccc1 (centres undefined)
    -18.3 | -40.6 | -48.2 | -42.5
COC(=O)[C@@]12C[C@@H](CC(=O)NCC34CC5CC(CC(C5)C3)C4)C(=O)N(Cc3ccc4c(c3)OCO4)C1=CCC(C)(C)C2
    3.4 | 2.1 | -2.3 | 7.0
Cc1cccc(C)c1NC(=O)C(c1ccnc2ccccc12)n1c(=O)c(-c2ccccc2)nc2ccccc21 (centres undefined)
    -2.5 | -3.9 | 10.6 | 15.7
CCCCCCCCN1CC(Cc2cc3ccccc3c3ccccc23)N(c2ccccc2)c2ccccc2C1=O (centres undefined)
    1.3 | -5.5 | -34.8 | 3.1
CC(C)c1cc(C(=O)NCc2ccc(F)cc2)c(N)s1
    10.5 | 14.9 | 1.0 | -0.1
O=C(C[C@@H]1CC[C@H](NS(=O)(=O)c2ccccc2F)[C@@H](CO)O1)NCCCN1CCOCC1
    6.8 | 0.6 | -18.2 | 1.4
O=C(NC1CCCC1)C(C1CC1)n1c(-c2ccnc3ccccc23)nc2ccccc21 (centres undefined)
    -9.5 | 6.4 | -26.8 | 2.8
O=C(Nc1ccc2c(c1)OCCO2)C(c1ccc(C(F)(F)F)cc1)n1c(=O)c(-c2cc3ccccc3[nH]2)nc2ccccc21 (centres undefined)
    -7.7 | -9.3 | 2.1 | -1.4
CCC(c1nc2ccccc2[nH]1)n1c(-c2ccc3ccccc3c2)nc2ccccc21 (centres undefined)
    -1.5 | 4.8 | 8.3 | 8.9
Nc1c(-c2ccc(F)c(F)c2)nc2ncccn12
    0.4 | 3.7 | -8.8 | -3.7
COc1ccc(NC(=O)C(c2ccc(OC)cc2)n2c(=O)c(-c3ccco3)nc3ccccc32)cc1 (centres undefined)
    15.9 | 15.6 | -51.6 | -2.9
COCC(=O)N[C@H]1C=C[C@@H](CC(=O)OC)O[C@@H]1CO
    -8.5 | 8.2 | -15.6 | -3.6
COC(=O)[C@]12CCCCC=C1N(Cc1ccc3c(c1)OCO3)C(=O)[C@H](CC(=O)N1CCSCC1)C2
    5.8 | 8.6 | 10.5 | 10.0
CC1(C(=O)Nc2ccc3c(c2)OCCO3)CN(S(C)(=O)=O)CC(=O)N1CCc1ccccc1 (centres undefined)
    -3.1 | 6.2 | -6.7 | 6.3
CCCNC(=O)C[C@@H]1CC[C@H]2NC[C@H](O)COC[C@@H]2O1
    6.3 | -0.9 | -25.8 | -10.9
COc1ccccc1-n1cc(CN2CCc3onc(-c4ccc(Br)cc4)c3C2=O)nn1
    4.4 | 10.3 | 23.1 | 25.2
O=C1Nc2ccccc2-n2nnnc2C1N1CCN(c2ccccn2)CC1 (centres undefined)
    0.1 | -5.9 | 5.9 | 15.2
Cc1ccc(S(=O)(=O)N2[C@@H](CO)CO[C@H]2CC(=O)c2cccs2)cc1
    -17.1 | 21.6 | 7.5 | -4.5
Cc1cccc(C)c1NC(=O)C(c1ccccc1F)n1c(=O)c(-c2ccccc2)nc2ccccc21 (centres undefined)
    1.5 | -6.3 | -16.2 | 5.4
CC(C)(C)N1C(=O)c2ccccc2NC(=O)C1C(=O)NCc1ccco1 (centres undefined)
    1.0 | 19.1 | 10.1 | 0.1
O=C(NCC(F)(F)F)C1C(=O)Nc2ccccc2C(=O)N1C1CCCC1 (centres undefined)
    -6.0 | 4.4 | -11.9 | 4.8
Cc1cccc(C)c1NC(=O)C(c1ccccc1)n1c(=O)c(-c2ccccc2)nc2ccccc21 (centres undefined)
    15.0 | 38.2 | -1.2 | 5.2
CCc1c(-c2ccccc2F)ncn1Cc1cccc(-c2ccccc2)c1
    14.2 | 29.1 | 2.3 | 43.9*
COc1ccc2cc(C3CC=C(CO)CN3S(=O)(=O)c3ccccc3[N+](=O)[O-])n(C(=O)OC(C)(C)C)c2c1 (centres undefined)
    15.3 | 13.2 | -19.0 | -8.6
CCOC(=O)[C@]12CCCC=C1N(Cc1ccccc1)C(=O)[C@H](CC(=O)NCCCOC)C2
    -10.5 | -25.9 | 7.8 | 8.6
N#Cc1cccc(C(=O)C(=O)N2CCC(c3ccccc3)CC2)c1
    -16.6 | 2.6 | 10.7 | 7.3
COC(=O)[C@@]12C[C@@H](CC(=O)N3CCCCC3)C(=O)N(Cc3ccc4c(c3)OCO4)C1=CCC(C)(C)C2
    -12.6 | -1.9 | -11.2 | -0.2
CCCCNC(=O)c1nc(-c2cnccn2)oc1-c1ccc(Cl)cc1
    -12.6 | 7.9 | -0.3 | 15.2
COC(=O)[C@@]12C[C@@H](CC(=O)NCCc3ccccc3OC)C(=O)N(Cc3ccco3)C1=CCC(C)(C)C2
    -13.6 | 9.6 | 31.6 | 4.8
COc1ccc(CN2C(=O)CN(S(C)(=O)=O)CC2(C)C(=O)Nc2c(C)cccc2C)cc1OC (centres undefined)
    -19.3 | 2.1 | 12.0 | 16.5
Cc1cnc(-c2nc3ccccc3n2C(C(=O)Nc2c(C)cccc2C)C2CC2)cn1 (centres undefined)
    0.8 | 3.8 | -41.7 | 8.8
CCCCCCCCN1C(=O)[C@H](CC(=O)NCC2CCCCC2)C[C@@]2(C(=O)OC)CC(C)(C)CC=C12
    -4.0 | 17.9 | -26.7 | -11.3
CO[C@H]1CN(C)C(=O)c2ccc(NC(=O)C3CCC3)cc2OC[C@H](C)N(Cc2ccc(F)cc2)C[C@@H]1C
    -4.1 | 21.5 | 7.1 | 10.4
Nc1sc2c(c1C(=O)NCCc1ccccc1)CCCC2
    -0.8 | -57.9 | -13.1 | -2.2

Next section
Value order: C8 TRAIL sens | NR5A2 inv ag | NCOA2 inhibitor | COUP-TFII inh
Cc1ccc(CN2C(=O)CSCC2(C)C(=O)Nc2c(C)cccc2C)cc1 (centres undefined)
    -7.3 | 3.8 | 19.1 | 3.9
CCOC(=O)[C@]12CCCC=C1N(CCC1=CCCCC1)C(=O)[C@H](CC(=O)N1CCCCC1)C2
    4.0 | -28.8 | -4.5 | 13.5
COC(=O)C[C@H]1CC[C@H](NC(=O)c2ccc(F)cc2)[C@@H](CO)O1
    5.4 | 20.8 | -0.2 | -6.6
CC(C)(C)NC(=O)C(c1ccccc1F)n1c(=O)c(-c2ccco2)nc2ccccc21 (centres undefined)
    -7.6 | 12.6 | -5.5 | -23.4
COc1ccc(C2=Nc3ccccc3N(C(=O)Cc3cc(OC)cc(OC)c3)C2C(=O)NC(C)C)cc1 (centres undefined)
    -6.4 | -122.0 | -34.7 | -53.0
COc1ccc(C(C(=O)NC2CCCCC2)n2c(=O)c(-c3cc4ccccc4[nH]3)nc3ccccc32)cc1 (centres undefined)
    -11.3 | 7.4 | -29.2 | 5.4
CCCCCCCCN1C(=O)[C@H](CC(=O)N2CCC(c3ccccc3)CC2)C[C@@]2(C(=O)OC)CC(C)(C)CC=C12
    -0.3 | 21.0 | 0.3 | 2.4
Cc1cccc(S(=O)(=O)N[C@@H]2CC[C@@H](CCNS(=O)(=O)c3ccccc3F)O[C@@H]2CO)c1
    -11.8 | -0.1 | -17.1 | -2.1
COC(=O)[C@]12CCCCC=C1N(CCc1ccc(OC)c(OC)c1)C(=O)[C@H](CC(=O)NCc1cccs1)C2
    17.9 | 1.9 | -2.2 | 13.7
CCOC(=O)[C@]12CCCC=C1N(Cc1ccccc1)C(=O)[C@H](CC(=O)NCC13CC4CC(CC(C4)C1)C3)C2
    -19.2 | -8.7 | 5.0 | 5.9
COC(=O)C[C@H]1CC[C@@H]2[C@H](COC[C@H](O)CN2S(=O)(=O)c2ccccc2OC)O1
    -24.2 | 16.5 | 2.3 | -0.6
O=C(C[C@H]1CC[C@@H]2[C@H](COC[C@H](O)CN2C(=O)c2cnccn2)O1)NCc1ccc(Cl)cc1
    -4.5 | 10.3 | -8.7 | -13.7
CCCCCNC(=O)C(c1ccnc2ccccc12)n1c(=O)c(-c2ccccc2)nc2ccccc21 (centres undefined)
    9.3 | -3.6 | -46.0 | -15.6
Cc1ccc(S(=O)(=O)N2[C@H](CC(=O)c3ccccc3)OC[C@@H]2C(C)C)cc1
    12.8 | -9.9 | -23.0 | 5.2
CCC(=O)N[C@@H]1CC[C@@H](CCNC(=O)Nc2ccc(F)cc2)O[C@@H]1CO
    -4.6 | 7.2 | -2.4 | 4.9
CC(C)(C)NC(=O)C(c1ccccc1F)n1c(=O)c(-c2ccccc2)nc2ccccc21 (centres undefined)
    19.2 | 10.7 | 25.2 | 4.7
O=C(Nc1ccc2c(c1)OCCO2)C(c1ccccc1)n1c(=O)c(-c2cc3ccccc3[nH]2)nc2ccccc21 (centres undefined)
    5.8 | 3.3 | -25.7 | 7.5
Cc1ccccc1CN1C(=O)CN(S(C)(=O)=O)CC1(C)C(=O)NC(C)C (centres undefined)
    -9.4 | 2.3 | -16.1 | -7.2

High-throughput results from PubChem.

An excerpt (hit frequency here may not be typical).
